# Assay outcomes: PubChem, several laboratories
# Tat transport = E. coli Tat export inhibitors, primary screen, MC4100, TorA-mCherry reporter, fluorescence, single point; inhibition, % at 10 µM; 0.036% of 340,000 active;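 active = mean replicate inhibition at least 50% and at least half of replicates individually reaching 50%; inconclusive = only one of the two criteria met; inactive = neither criterion met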;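 note: exported cargo escapes ClpAP degradation while cytoplasmic cargo is degraded and loses fluorescence; 0% = median of neutral control wells and 100% = median of NaSCN control wells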
# DAGLB inh = DAGLB lipase inhibitors, primary screen, biochemical, fluorescence, HTS; Diacylglycerol lipase-beta (Homo sapiens), Q8NCG7; inhibition, % at 5.17 µM; HEK293T DAGLB membrane lysate, EnzChek fluorogenic substrate; 0.059% of 340,000 active; in the data active = inhibition above about 34%;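 note: 0% = enzyme with vehicle and 100% = wells lacking enzyme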
# Target sequence (Q8NCG7 whole entry, looked up): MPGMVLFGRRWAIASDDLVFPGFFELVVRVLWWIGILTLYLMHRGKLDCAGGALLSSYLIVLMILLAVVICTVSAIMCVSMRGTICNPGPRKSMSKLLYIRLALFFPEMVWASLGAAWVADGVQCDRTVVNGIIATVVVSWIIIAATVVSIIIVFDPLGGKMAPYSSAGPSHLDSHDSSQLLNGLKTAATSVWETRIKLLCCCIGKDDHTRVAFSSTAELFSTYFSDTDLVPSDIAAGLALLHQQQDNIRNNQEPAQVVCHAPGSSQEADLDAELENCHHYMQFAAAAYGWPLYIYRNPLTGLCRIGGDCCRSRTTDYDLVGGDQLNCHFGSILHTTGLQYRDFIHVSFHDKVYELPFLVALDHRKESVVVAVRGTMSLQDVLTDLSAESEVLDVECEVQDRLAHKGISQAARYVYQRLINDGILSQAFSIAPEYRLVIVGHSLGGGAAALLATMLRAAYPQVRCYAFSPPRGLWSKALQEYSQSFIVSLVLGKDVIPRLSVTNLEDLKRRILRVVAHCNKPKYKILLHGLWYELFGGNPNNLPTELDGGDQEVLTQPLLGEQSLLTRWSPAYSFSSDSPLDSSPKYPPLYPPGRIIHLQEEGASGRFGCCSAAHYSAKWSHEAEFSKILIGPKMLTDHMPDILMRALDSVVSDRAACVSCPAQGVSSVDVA
# PfHsp90 set2 = growth inhibition of PfHsp90-expressing yeast, primary screen, antimalarial PfHsp90 inhibitor project, S. cerevisiae, BacTiter-Glo luminescence, single point, set 2 | BacTiter-Glo ATP, 48 h; yeast lacking PDR1 and PDR3 efflux regulators | inhibition, % at 9.4 µM | 0.32% of 310,000 active;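 active = every replicate shows inhibition above about 80%, whatever the replicate mean, limit read from the data; inconclusive = mean inhibition reaches the set limit but some replicate falls short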;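 note: 0% = DMSO neutral controls and 100% = 20 µM radicicol positive controls; yeast relying on Plasmodium falciparum Hsp90 in place of its own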
# PvdQ acylase = P. aeruginosa PvdQ acylase inhibitors, primary screen, biochemical, fluorescence, plate reader and imaging, single point; PvdQ acylase [Pseudomonas aeruginosa LESB58]; purified PvdQ acylase; inhibition, % at 10 µM; 0.063% of 340,000 active; in the data active = inhibition above about 30%, passing the limit was not always enough; inconclusive = no clear call, values can overlap the other calls;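 note: 0% = vehicle neutral wells and 100% = reference inhibitor wells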
# E coli growth = E. coli V3065 growth inhibition, primary screen, counter-screen for AddAB inhibitor project, absorbance, OD600; 18 h; inhibition, % at 11.9 µM; 0.27% of 330,000 active; AID 449728, 2010;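 active = inhibition above the campaign's mean inhibition across all tested compounds plus 3 SD, cut at about 9.9% in these data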;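 note: uninfected addAB+ strain grown without phage in ampicillin broth; 0% = DMSO wells and 100% = ciprofloxacin 0.95 µg/ml wells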
# AddAB inh = growth inhibition of E. coli expressing H. pylori AddAB, primary screen, AddAB inhibitor project, absorbance; AID 435030, 2010; inhibition, % at 11.9 µM; 0.29% of 330,000 active; in the data active = inhibition above about 12%;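 note: 0% = vehicle wells of infected cells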
# phage Ecoli inh = growth loss of phage-infected E. coli, primary screen, RecBCD inhibitor project, absorbance, with phage, HTS | inhibition, % at 11.9 µM | 0.26% of 360,000 active; in the data active = inhibition above about 11%
# Rtt109 HAT inh = inhibitors of C. albicans Rtt109/Vps75 HAT, primary screen, biochemical, ThioGlo CoA-SH fluorescence, plate reader; Histone acetyltransferase RTT109 (Candida albicans (strain SC5314 / ATCC MYA-2876)), …; purified Rtt109/Vps75, 4 h; inhibition, % at 34.9 µM; 0.16% of 330,000 active;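 active = inhibition of at least 50% in every replicate; inconclusive = best replicate reaches 50% inhibition but some replicates fall short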
# Target sequence (Q5AAJ8 whole entry, looked up): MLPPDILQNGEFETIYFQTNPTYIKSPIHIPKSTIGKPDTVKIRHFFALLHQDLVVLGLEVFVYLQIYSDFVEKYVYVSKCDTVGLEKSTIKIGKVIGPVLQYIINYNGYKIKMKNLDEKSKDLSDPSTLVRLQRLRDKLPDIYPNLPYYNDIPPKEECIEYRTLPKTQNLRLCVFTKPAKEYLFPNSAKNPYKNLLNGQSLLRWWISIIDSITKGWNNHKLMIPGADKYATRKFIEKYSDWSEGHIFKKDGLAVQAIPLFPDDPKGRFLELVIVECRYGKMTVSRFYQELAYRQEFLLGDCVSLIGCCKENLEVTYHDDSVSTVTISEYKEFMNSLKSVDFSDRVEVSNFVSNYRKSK
# CAL PDZ inh = CAL PDZ peptide-binding inhibitors, primary screen, biochemical, fluorescence polarization, Cer-tagged CAL PDZ, HTS. purified CAL PDZ, TMR-peptide fluorescence polarization, 1 h. inhibition, % at 20 µM. 0.02% of 330,000 active. AID 504414, 2011;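 active = highest replicate inhibition of at least 40%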;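 note: plate controls were DMSO neutral control wells for no effect and unlabeled competitor peptide control wells for full effect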
#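 material = purified tagged CAL PDZ domain construct (CerCALP) | buffer or medium = sodium phosphate/NaCl buffer pH 7.4 with TCEP, IgG, Thesit | reagent = TMR-labelled reporter peptide T*-PRC34 bound in PDZ groove | incubation = 1 h room-temperature incubation prior to read | measured by = fluorescence polarization (mP) | evaluation = percent inhibition from loss of millipolarization | control set = unlabelled peptide and DMSO controls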
# Wnt act = Wnt/beta-catenin pathway activators, primary screen, cell-based, plate reader, single point; Wnt/beta-catenin reporter cell assay, activator; AID 743398, 2014; activation, % at 9.35 µM; 1.2% of 300,000 active; in the data active = activation above about 30%, passing the limit was not always enough; inconclusive = no clear call, values can overlap the other calls;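 note: 0% = neutral control wells and 100% = positive control wells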
# * marks the source's active call; other numbers are inactive results; u = inconclusive; x = no result given.
# Values run as follows: Tat transport	DAGLB inh	PfHsp90 set2	PvdQ acylase	E coli growth	AddAB inh	phage Ecoli inh	Rtt109 HAT inh	CAL PDZ inh	Wnt act
> CC1CC(C)CN(C(=O)COC(=O)Cc2c[nH]c3ccccc23)C1 (configuration not stated)
→ -6	2	-29	-13	0.8	2.8	5.4	-1	0.3	-1
> Oc1ccccc1C=NNC(=S)Nc1ccc(F)cc1
→ 1	11	-9	4	x	x	-3.0	0	-2.9	12
> Cc1ccccc1Cn1cnc2ccccc21
→ -7	0	x	3	-0.8	-2.7	3.2	0	1.7	0
> COc1ccc(-n2nc(C(=O)NCC(=O)N3CCCC(C)C3)c3ccccc3c2=O)cc1Cl (configuration not stated)
→ 4	-1	-1	1	0.4	3.6	-1.7	17	-1.8	2
> CCO/C=N/Nc1nc(C(F)(F)F)nc2c1cnn2Cc1ccccc1
→ -10	-10	10	4	0.3	0.3	0.5	-13	-0.4	2
> COc1ccc(CCC(=O)N2CCCC(Nc3ccccc3)C2)cc1OC (configuration not stated)
→ -7	1	13	3	-1.0	-0.2	2.9	-4	-1.0	1
> Cc1cc(C(=O)N2CCN(c3ccc([N+](=O)[O-])cc3)CC2)c(C)o1
→ 7	0	x	11	-0.3	2.1	1.0	-2	0.3	-1
> CC1CCc2cc(F)ccc2N1C(=O)c1cccnc1 (configuration not stated)
→ 0	1	8	-5	0.8	-1.6	0.6	-2	-0.1	1
> CCCNc1nc(OC(C(F)(F)F)C(F)(F)F)nc(OC(C(F)(F)F)C(F)(F)F)n1
→ 2	-7	-11	-3	3.2	1.4	1.8	-3	-2.9	x
> O=c1[nH]c(CN2CCOCC2)nc2ccccc12
→ 0	0	-4	-11	-0.1	2.7	3.5	-11	-0.3	1
> Cc1cccc(CN2CCN(C(=O)CN(C)C(C)C(=O)Nc3ccc(C(N)=O)cc3)CC2)c1 (configuration not stated)
→ -7	2	-4	-8	2.6	0.5	-1.4	-1	-0.8	2
> O=C(N/N=C/C=C/c1ccco1)c1cccnc1
→ -2	-3	-4	-13	-1.8	0.2	2.9	1	-1.6	x
> Cc1c2c(nc3c(C(=O)NC4CCCC4)cnn13)CCCC2
→ 6	0	12	1	-2.5	-0.5	1.1	7	-6.8	-6
> CCOC(=O)c1oc2ccccc2c1NC(=O)c1cccc(OC)c1OC
→ 6	-24	24	0	-0.9	3.7	3.6	-11	-3.7	x
> COc1cc(NC(=O)C2=CC(c3cccs3)=NS(=O)(=O)N2C)cc(OC)c1OC
→ -1	0	2	2	-0.7	4.2	3.2	23	0.6	2
> Cc1noc(NS(=O)(=O)c2ccc(NC(=O)c3cccc(S(=O)(=O)Nc4ccccc4F)c3)cc2)c1C
→ 1	3	-7	-16	2.0	1.3	1.6	10	-1.3	-1
> O=C(NC(=S)NC1C2CC3CC(C2)CC1C3)C12CC3CC(CC(C3)C1)C2 (configuration not stated)
→ 10	-2	-20	-9	-0.9	2.7	3.1	4	-1.1	-2
> CCCOc1ccc(/C=N/NC(=O)C(=O)Nc2ccccn2)cc1
→ -5	0	-18	5	0.3	-1.6	2.0	1	-2.2	-2
> COc1cc(SC)ccc1C(=O)Nc1ccon1
→ -3	1	x	-9	-1.3	-0.4	3.2	5	x	21
> CC(C)CC(=O)c1c[nH]c(C(=O)NCc2ccccc2)c1
→ 9	0	-9	-7	-1.3	-0.4	1.6	4	-0.9	-1
> COc1ccc(/C(O)=C2/C(=O)C(=O)N(CCCN(C)C)C2c2cccc(Cl)c2)cc1OC (configuration not stated)
→ -7	-2	-7	-7	-1.8	2.2	4.3	4	0.2	x
> Cc1ccc(Nc2cc(C(=O)NCCCN3CCOCC3)c3ccccc3n2)c(C)c1
→ -6	0	-57	-9	-3.4	0.8	1.6	x	-0.7	-2
> O=S(=O)(/C=C/c1ccccc1)c1ccccc1
→ 1	-4	x	-1	1.1	3.1	-1.1	-2	x	x
> O=C(COC(=O)CNC(=O)c1ccccc1)Nc1cccc(Br)c1
→ -6	-2	x	3	1.4	-0.2	2.5	-5	-0.3	-5
> O=C(CCC(=O)Nc1nnc(C2CCCCC2)s1)NCc1ccccc1
→ -2	2	-8	-12	-0.4	1.4	3.6	-5	-0.1	4
> CCOC(=O)CCCCC(=O)c1[nH]c(=O)[nH]c1CSc1nc(C)cc(=O)[nH]1
→ -4	1	-10	-14	0.7	0.9	0.8	6	-1.3	0
> CC(=O)Nc1ccc(NC(=O)C(C)Sc2nc3nc(C)cc(C)n3n2)cc1 (configuration not stated)
→ 10	1	x	-9	1.5	-0.2	2.6	8	-1.3	-1
> CCOC(=O)/C(=N\Nc1ccccc1)S(=O)(=O)c1ccccc1
→ -5	2	13	-6	-0.8	0.4	3.1	0	-1.0	-5
> COc1ccc(CCNC(=O)c2cc(-c3ccccn3)nc3c(Cl)cccc23)cc1OC
→ 1	0	-5	-8	0.8	-1.5	1.4	-4	-2.5	-3
> Cc1cc(C)nc(Sc2ncnc3sc4c(c23)CCC4)n1
→ 0	0	1	-6	1.9	1.3	2.2	-2	-0.7	x
> CC(=O)Nc1ccc(SCC(=O)NC(=O)c2ccc(S(=O)(=O)N(C)C)cc2)cc1
→ 1	-2	-17	-10	-1.9	2.4	-3.5	u	0.4	5
> O=C(Nc1ccncc1)c1cc(S(=O)(=O)N2CCOCC2)ccc1Cl
→ -3	1	9	-13	-0.5	1.6	2.2	-1	-1.7	4
> Cc1cc(C)c2nc(N(CCCN(C)C)C(=O)c3ccc4c(c3)CCCC4)sc2c1
→ x	x	x	x	-2.1	0.6	4.6	x	x	-15
> Cc1ccc(C)c(S(=O)(=O)N2CCN(C(=O)Cc3ccc(S(=O)(=O)N4CCOCC4)s3)CC2)c1
→ -7	2	13	-6	-1.4	0.9	1.4	4	-0.7	-4
> CC(C)(C)NC(=O)NC(=O)COC(=O)c1ccc(OC(F)F)cc1
→ 0	-3	34	-8	-0.4	1.8	1.6	-8	-2.7	x
> COc1ccc(-c2nc(CS(=O)(=O)CC(=O)Nc3ccc(Cl)cc3)c(C)o2)cc1
→ -11	-2	-1	-8	-1.3	-3.1	-1.8	-5	-0.9	-2
> Cc1nn(CC(=O)N2CCCc3ccccc32)c(C)c1[N+](=O)[O-]
→ 1	-1	-5	3	0.1	2.3	4.1	3	0.3	-8
> COC(=O)C1CCN(C(=O)COc2ccc(N(C)S(=O)(=O)c3ccc(C)cc3)cc2)CC1
→ -4	-6	5	14	0.9	3.1	-1.2	11	-0.5	-1
> CCN(CC)C(=O)Cc1cc(C(=O)O)c2ccccc2n1
→ -3	-1	3	3	1.8	1.8	4.0	11	-1.5	1
> O=C(NO)c1ccc(OC(F)F)cc1
→ 3	1	19	2	0.8	3.8	3.6	3	0.1	4
> COc1ccc(C(=O)CSc2nnc3n2CCCN3C(=O)Nc2ccccc2)cc1
→ x	x	x	x	0.6	0.8	1.9	x	x	0
> O=C(Nc1ccc2c(c1)OCO2)c1cc(-c2cccc(O)c2)on1
→ -1	0	-1	-2	2.3	4.7	1.8	-6	-1.5	21
> COC(=O)c1cc2c(ccn2-c2ccc(F)cc2)n1Cc1ccc(OC)cc1
→ -2	-12	5	-10	0.1	1.6	1.3	7	-1.0	x
> Cc1ccsc1C1C(C#N)=C(N)OC2=C1C(=O)CC(C)(C)C2 (configuration not stated)
→ -6	-1	-5	4	0.6	-1.1	1.4	29	-1.5	-2
> CCOc1cc(NC(=S)NCCc2ccccc2)c(OCC)cc1NC(C)=O
→ -5	0	-9	9	-1.7	0.3	2.4	4	-0.3	0
> O=C(NCC(c1ccco1)N1CCN(c2ccccc2F)CC1)c1cccs1 (configuration not stated)
→ 1	0	-19	-17	-0.4	-0.4	2.7	-1	-1.8	-3
> CCc1nc2ccccc2c(=O)n1/N=C/c1ccc(Cl)cc1
→ 0	-12	12	0	0.5	1.3	2.9	10	-2.2	11
> O=C(N/N=C/c1cccnc1)c1cc(-c2ccc(Cl)cc2)nc2ccccc12
→ 1	-1	17	-14	-1.1	0.5	0.1	-4	-34	-1
> CC1(NC(=O)/C=C/c2nc3ccccc3s2)CCS(=O)(=O)C1 (configuration not stated)
→ -1	1	-8	16	0.7	1.8	0.1	-5	-0.4	7
> COc1ccccc1CC(=O)NNS(=O)(=O)c1ccc([N+](=O)[O-])cc1
→ -10	2	-6	-7	-0.7	3.1	2.9	5	-2.1	0
> C=CCNCCCCOc1cccc(Br)c1
→ 3	-1	17	10	0.3	1.5	2.8	x	-1.3	-5
> c1ccc(-c2ccncn2)cc1
→ -2	-4	x	-15	x	x	3.3	-8	-0.5	-3
> C/C(Cn1cnc([N+](=O)[O-])n1)=N\NC(=O)c1cccnc1
→ 1	-1	-22	-9	-1.0	1.4	4.1	-7	-0.4	15
> CC(=O)Nc1ccc(NC(=O)CC23CC4CC(CC(C4)C2)C3)cc1
→ -4	0	-4	6	1.4	3.1	-0.6	18	-1.3	-1
> CC(O)c1ccc2c(c1)OCCOCCN(C)CCOCCO2 (configuration not stated)
→ 9	0	20	-3	0.5	3.2	-0.4	3	-1.3	x
> Cc1cc(Cl)ccc1Oc1nccc(N(C)C)c1C#N
→ 7	-2	6	-9	-1.8	2.5	1.6	2	-2.8	6
> COCCNC(=O)CSc1ccc(Cl)cc1
→ -8	-2	12	-11	1.8	0.1	5.3	2	-0.5	-1
> COC(=O)c1nc[nH]c1[N+](=O)[O-]
→ 4	-1	14	-13	x	x	0.4	-7	-0.1	2
> Cc1ccc(S(=O)(=O)N2CCC(C)CC2)cc1
→ -13	-3	-9	4	-0.1	-1.8	4.4	-8	-1.3	-1
> COCCn1c(N)c(C(=O)NS(=O)(=O)c2ccc(C)cc2)c(=O)[nH]c1=O
→ -7	2	2	-3	-1.8	-3.1	0.9	-2	0.4	-1
> COc1ccc(C(=O)Nn2c(C)nc3ccccc3c2=O)cc1
→ 10	0	1	-3	-0.8	1.7	-2.5	x	-4.3	1
> COc1cc(C2C3=C(CCCC3=O)Nc3[nH]n(-c4ccccc4)c(=O)c32)ccc1OC(C)=O (configuration not stated)
→ 2	3	9	6	0.8	2.1	4.8	3	-0.3	0
> C#CCOCCOCCOCCNc1nc(N2CCN(C(=O)C([C@@H](C)CC)n3cc(C(N)Cc4ccc(O)cc4)nn3)CC2)nc(N2CCN(C(=O)[C@H](CCC(=O)O)n3cc(C(N)CC(C)C)nn3)CC2)n1 (some centres not stated)
→ -6	2	-13	1	-1.7	-1.8	-1.3	30	0.2	-1

# Rows are unselected; 1.9% or so of the library scored in one or more.
